Bioassay records (PubChem BioAssay)
TAAR1 antagonist = antagonists of human TAAR1; Q96RJ0; CHO RD-HGA16 TAAR1, Fluo-8 calcium fluorescence, antagonist; inhibition, % at 3 µM; hit rate 1.5% among 360,000; AID 624466;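 active means inhibition above a per-plate cutoff, the mean inhibition of test compounds on that plate plus 3 SD, cut at about 49% in these data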;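 further: 0% = DMSO plus EC80 beta-PEA response and 100% = DMSO alone without agonist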
Target sequence (Q96RJ0 whole entry, looked up): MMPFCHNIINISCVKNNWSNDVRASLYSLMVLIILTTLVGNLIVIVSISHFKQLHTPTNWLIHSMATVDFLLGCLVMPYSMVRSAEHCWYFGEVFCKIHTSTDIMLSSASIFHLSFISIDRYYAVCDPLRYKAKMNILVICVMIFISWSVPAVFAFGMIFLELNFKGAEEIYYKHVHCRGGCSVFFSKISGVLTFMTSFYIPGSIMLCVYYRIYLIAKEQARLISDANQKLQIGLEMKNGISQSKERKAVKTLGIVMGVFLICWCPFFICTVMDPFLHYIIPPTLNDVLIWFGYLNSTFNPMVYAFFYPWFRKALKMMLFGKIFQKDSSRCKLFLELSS
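Test system – hTAAR1-expressing CHO RD-HGA16 cells, Gα16-coupled · Reagent – β-PEA at EC80 concentration, post-compound challenge · Compound dosing – 3 µM, single point · Timing – 140 s kinetic read after compound, 140 s after agonist · Detection – Fluo-8 intracellular calcium dye fluorescence, real-time kinetic reads · Control set – DMSO and EC80 PEA controls · Repeats – n of 1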
CHRM1 agonist = agonists of human M1 muscarinic receptor | CHO-K1 hM1, Fluo-8 calcium fluorescence, agonist mode; 0% DMSO, 100% acetylcholine EC100 | activation, % at 3 µM | hit rate 0.33% among 360,000 | AID 588814;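 active means activation above the run's mean compound activation plus 3 SD, cut at about 16% in these data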;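 further: peak over basal fluorescence ratio within a 140 s kinetic read after compound addition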
Target sequence (P11229 whole entry, looked up): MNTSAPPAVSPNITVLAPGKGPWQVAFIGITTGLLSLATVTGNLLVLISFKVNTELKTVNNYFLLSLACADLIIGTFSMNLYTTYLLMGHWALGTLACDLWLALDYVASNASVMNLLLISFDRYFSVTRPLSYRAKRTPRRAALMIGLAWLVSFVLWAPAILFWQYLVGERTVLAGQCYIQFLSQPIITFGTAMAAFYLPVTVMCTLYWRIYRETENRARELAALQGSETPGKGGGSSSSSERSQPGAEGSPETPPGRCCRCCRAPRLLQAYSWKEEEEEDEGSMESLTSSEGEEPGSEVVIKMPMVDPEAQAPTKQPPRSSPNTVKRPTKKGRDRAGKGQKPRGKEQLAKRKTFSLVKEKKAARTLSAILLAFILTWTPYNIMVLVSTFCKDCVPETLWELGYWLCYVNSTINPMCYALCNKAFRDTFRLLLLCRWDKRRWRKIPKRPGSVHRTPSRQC
M1 PAM parental = nonselective activator or artifact in parental CHO-K1 calcium assay | activation, % at 3 µM | hit rate 0.02% among 360,000 | AID 602247 | ATP EC20, Fluo-8 calcium fluorescence; 0% at ATP EC20, 100% at ATP max;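 active means activation above the run cutoff, the mean activation of all test compounds plus 3 SD, cut at about 40% in these data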;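 further: peak over basal fluorescence ratio in a 140 s read after ATP addition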
CHO parental Ca = counter-screen for OX1R antagonists: effect in parental CHO cells. parental CHO-K1, ATP-induced calcium, Fluo-8 fluorescence. inhibition, % at 5.6 µM. hit rate 0.63% among 330,000. AID 463079;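 active means inhibition above that plate's mean sample inhibition plus 3 SD, cut at about 26% in these data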;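 further: 0% = ATP-challenged DMSO wells and 100% = DMSO wells without ATP; some compounds past the cut are filed as inactive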
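Assay system: untransfected parental CHO cell line. Also added: ATP agonist challenge. Dosing: one dose, 5.6 µM nominal. Measured by: Fluo-8 fluorescence. Read-out: % inhibition. Benchmarks: ATP wells versus no-ATP DMSO wells. Repeats: no replicates.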
M1 antag = human CHRM1 antagonism. P11229. hit rate 1.3% among 360,000. inhibition, % at 3 µM. AID 588852. CHO-K1 hM1, Fluo-8 calcium fluorescence, ACh EC80 antagonist;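 active means percent inhibition above its own plate's cutoff, namely the mean of that plate's compound wells plus 3 SD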;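 further: peak over basal fluorescence ratio during 140 s after agonist addition; 0% = ACh EC80 plus DMSO and 100% = DMSO alone without agonist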
TAAR1 agonist = agonists of human TAAR1; Q96RJ0; CHO RD-HGA16 TAAR1, Fluo-8 calcium fluorescence; vehicle wells 0%, saturating PEA agonist 100%; activation, % at 3 µM; hit rate 0.99% among 360,000;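 active means activation above the mean activation of all test compounds in the run plus 3 SD, cut at about 38% in these data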
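System: CHO RD-HGA16 cells carrying human TAAR1 plus Gα16; Incubation: 17-24 h seeding, 75 min 37 °C dye, 30 min RT; Measured by: Fluo-8 fluorescence, 5 s baseline then 140 s kinetic read; Control set: DMSO and PEA EC100; Replication: single well for each compound.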
CHRM1 PAM = positive allosteric modulators of human M1 muscarinic receptor; P11229; CHO-K1 hM1, Fluo-8 calcium fluorescence, ACh EC20; 0% = ACh EC20, 100% = maximal ACh; activation, % at 3 µM; hit rate 0.088% among 360,000; AID 588819; in the data active means activation above about 19%, passing the limit was not always enough
CHO-K1 Ca antag = counter-screen for M1 antagonists: effect in parental CHO-K1 cells; ATP-induced calcium, Fluo-8 fluorescence; inhibition, % at 3 µM; hit rate 0.6% among 360,000; AID 602250;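 active means inhibition above a per-plate cutoff, the plate's mean sample inhibition plus 3 SD, cut at about 24% in these data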;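 further: 0% = DMSO plus EC80 ATP and 100% = DMSO alone without ATP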
CHO-K1 Ca ag = M1 agonist counterscreen hit in parental CHO-K1 cells | Fluo-8 calcium fluorescence; scaled to maximal ATP response, vehicle zero | activation, % at 3 µM | hit rate 0.48% among 360,000 | AID 602248; in the data active means activation above about 15%;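 further: untransfected CHO-K1 host cells lacking M1 receptor as counterscreen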
* marks the source's active call; other numbers are inactive results; nt = not tested or not shown.

SMILES | TAAR1 antagonist | CHRM1 agonist | M1 PAM parental | CHO parental Ca | M1 antag | TAAR1 agonist | CHRM1 PAM | CHO-K1 Ca antag | CHO-K1 Ca ag
CCn1c(SCc2ccccc2Cl)nc2ccccc21 | 7 | -4 | 11 | -13 | 1 | 26 | -6 | -9 | 0.5
O=C(COC(=O)c1c(F)cccc1Cl)NC1CCCCC1 | -2 | -4 | -1 | nt | -9 | 0 | 12 | -15 | 0.1
CCc1ccc(NC(=O)CCc2nnc3ccc(N4CCC5(CC4)OCCO5)nn23)cc1 | -11 | -4 | 5 | -11 | 3 | 0 | -4 | -17 | 1.1
CNC(=O)CSc1nnnn1-c1cc(C)ccc1C | 6 | -1 | 20 | -7 | -15 | 4 | 8 | -4 | 0.9
Cc1nc(N2CCN(C(=O)c3ccco3)CC2)c2oc3ccccc3c2n1 | -8 | -3 | 16 | -22 | -5 | 3 | 6 | -5 | 0.5
O=S(=O)(Nc1nccs1)c1ccc(Cl)cc1 | 12 | -3 | 15 | -6 | -5 | 6 | 13 | -6 | 0.6
Cc1ccc(C)c(C(=O)NC(C)c2ccc(-n3ccnc3)cc2)c1 (stereo unspecified) | -10 | -3 | 11 | -10 | -10 | 0 | 10 | 3 | 1.2
Cc1cc(OCC(=O)N2CCOCC2)cc2oc(=O)c3ccccc3c12 | -3 | 1 | 26 | -15 | -54 | 5 | 11 | 9 | 0.3
Cn1cnnc1SCc1ccc(C(=O)N/N=C/c2cccs2)cc1 | 13 | -2 | -7 | 0 | -1 | 1 | 5 | -1 | -0.3
COc1ccc(-c2cc(NC=O)c3ncc(-c4cccc(OC)c4)n3c2)cc1 | 59* | 2 | 20 | nt | 11 | 9 | -3 | -7 | 2.2
Cc1ccc(-n2cnc3cc(NCc4cccs4)ccc32)cc1 | 22 | -1 | -5 | -20 | -9 | 7 | 12 | 5 | -0.5
COc1ccc2cc(C(c3nnnn3Cc3ccccc3)N3CCCCCC3)c(=O)[nH]c2c1 (stereo unspecified) | 5 | -7 | 7 | -14 | 3 | 2 | -1 | 0 | 0.0
O=C(NCC1CCCO1)c1ccc(NS(=O)(=O)c2cccc([N+](=O)[O-])c2)cc1 (stereo unspecified) | -25 | -3 | -11 | -2 | 8 | 1 | 2 | -4 | 0.0
OCCCCNCc1ccc(OCc2ccc(Cl)cc2Cl)cc1 | 11 | -7 | 14 | 13 | 35* | 38* | -27 | -27 | 11
O=C(CNC(=O)c1ccc(Br)o1)NCc1ccc2c(c1)OCO2 | -14 | -2 | 0 | -17 | -21 | 11 | -3 | -8 | -0.1
C=CC[C@H](CC(=O)N(CCO)Cc1ccccc1)C(=O)N[C@H](C)COC(=O)[C@@H](CC=C)CC(=O)OC(C)(C)C | 5 | -6 | 18 | -6 | 20 | 5 | -13 | -9 | 1.0
CCCCN1CC[C@H]2C=CC[C@@H](C(=O)N3CCOCC3)[C@H]2C1=O | 14 | -6 | 19 | -2 | 1 | 8 | -3 | -4 | 0.3
O=C(Nc1nc(-c2cccs2)cs1)c1cccc(S(=O)(=O)N2CCCCCC2)c1 | 23 | -5 | 2 | -2 | 4 | 1 | -6 | 3 | -0.1
N=c1sccn1CC(=O)NCCc1ccc(Cl)cc1Cl | -8 | -5 | 21 | -14 | 29 | 11 | -16 | -1 | 0.2
CCOC(=O)c1c(NC(=S)NC(=O)c2ccco2)sc2c1CCCC2 | 9 | -1 | 22 | -6 | -12 | -1 | 7 | -13 | 0.6
C=CCSc1ncnc2c1oc1nc3c(cc12)COC(C)(C)C3 | 22 | -2 | 11 | -23 | -4 | 0 | 0 | -4 | 3.3
O=C(NCCN1CCC(n2c(=O)[nH]c3ccccc32)CC1)c1ccc(Cl)cc1Cl | 18 | nt | -7 | nt | nt | 10 | nt | 11 | 5.1
CCCCN(C)C(=O)CCCCn1c(=O)[nH]c2cc(OCC)c(OCC)cc2c1=O | -36 | 0 | 7 | -17 | 1 | -1 | 7 | -18 | -0.1
Cn1c(=O)c2c(nc(CN3CCN(C(=O)c4ccco4)CC3)n2Cc2ccc(Cl)cc2)n(C)c1=O | 8 | -6 | 22 | -15 | -8 | 6 | 11 | -8 | 1.5
O=C(COc1cc2oc(=O)c3c(c2cc1Cl)CCC3)NCCN1CCOCC1 | -27 | -4 | 18 | -8 | 1 | 12 | 0 | -10 | 0.1

Continued.
SMILES | TAAR1 antagonist | CHRM1 agonist | M1 PAM parental | CHO parental Ca | M1 antag | TAAR1 agonist | CHRM1 PAM | CHO-K1 Ca antag | CHO-K1 Ca ag
CSc1nc2ccc(Nc3nc(N4CCOCC4)nc(N4CCOCC4)n3)cc2s1 | 16 | -5 | 1 | -18 | 9 | 1 | -7 | 5 | 0.3
Cc1nnc(NC(=O)c2ccc(S(=O)(=O)N3CCCCCC3)cc2)o1 | 7 | -3 | 18 | 2 | -3 | 5 | 5 | -5 | 0.1
C=CSc1sc(Cl)c(N(C)C)c1[N+](=O)[O-] | 20 | -6 | -1 | -14 | -10 | 4 | 10 | 5 | -0.2
COc1ccc(C(=O)NC(=S)NNC(=O)c2c(-c3ccccc3)noc2C)cc1 | 17 | 45* | -6 | 6 | 1 | 120* | -9 | 10 | 4.4
COc1ccc(CNCCc2ccccc2)cc1OCC(N)=O | -3 | -13 | 16 | -4 | -8 | 52* | 1 | -20 | -0.2
CCc1ccc(OCC(=O)Nc2ccc3[nH]ncc3c2)cc1 | -5 | 0 | -7 | 6 | -5 | -1 | 1 | 3 | 1.0
CCC(Sc1ncnc2sc(C)c(C)c12)C(=O)OC (stereo unspecified) | 7 | -4 | 17 | -30 | -35 | 10 | -3 | -9 | 0.8
O=c1[nH][nH]c2c1C(C1CCCCC1)OC(C1CCCCC1)C2 (stereo unspecified) | -14 | nt | 0 | nt | nt | -2 | nt | -7 | 0.2
CC1CCN(C(=O)c2cc(Cl)ccc2NC(=O)c2ccco2)CC1 | -18 | -5 | 5 | -22 | -5 | 1 | 2 | -1 | 4.0
N#Cc1ccccc1OCC(=O)Nc1ccc(S(=O)(=O)N2CCOCC2)cc1 | -1 | 5 | 3 | -4 | 1 | 6 | -4 | -12 | 0.8
CCOC(=O)COc1ccc2ccccc2c1/C=C/[N+](=O)[O-] | 36 | -6 | 11 | 22 | -8 | 37 | 4 | -6 | 1.3
S=c1[nH]nc(COc2ccccc2)n1-c1ccccc1 | -15 | -7 | -7 | -6 | -4 | 12 | 4 | 14 | 0.7
Cc1cccc(NC(=O)CN2C(=O)NC3(CCCC3)C2=O)n1 | -8 | -1 | 0 | 12 | -3 | 2 | 4 | -13 | 0.9
CNC(=S)N/N=C/c1ccc(OCC(=O)Nc2c(C)cc(C)cc2C)c(OC)c1 | 4 | -4 | 10 | -9 | -5 | 3 | 8 | -6 | 1.2
Cc1ccc(Cn2cc(S(=O)(=O)c3ccc(Cl)cc3)c(=O)c3cc(F)ccc32)cc1 | -20 | -6 | 26 | -11 | -10 | 3 | 7 | -6 | 0.9
CC(C)=CC(=O)Nc1nnc(C)s1 | -17 | -3 | 11 | -7 | -4 | -1 | 3 | 0 | -0.1
O=C(CCC(=O)OCCOc1ccccc1)OCCOc1ccccc1 | -25 | -4 | -8 | nt | 7 | -1 | -8 | 8 | 1.2
O=C(O)CSCC(=O)NCc1cccc(C(F)(F)F)c1 | 16 | -2 | 16 | 2 | -3 | 10 | 5 | 5 | 0.1
Cc1cccc(N(CC(O)CN(C)C)S(=O)(=O)c2ccccc2)c1 (stereo unspecified) | -14 | -6 | 4 | -15 | -5 | 2 | -1 | 0 | -0.2
CCn1ccnc1CN(C)C(=O)C1CCC(=O)N(Cc2cccc(C(F)(F)F)c2)C1 (stereo unspecified) | -30 | -5 | 16 | -4 | -18 | 2 | 20 | -10 | 0.8
CN(C)S(=O)(=O)c1ccc(S(=O)(=O)N(CC(=O)Nc2ccccc2)Cc2ccco2)cc1 | -2 | -2 | -3 | 19 | -36 | 18 | 2 | 2 | 0.7
CN(Cc1ccccc1)CC(O)COc1ccc(CNCCc2ccncc2)cc1 (stereo unspecified) | -12 | -4 | 21 | -17 | 6 | 4 | -10 | -11 | 11
CCCCN(C(=O)c1ccc(-c2ccc(Cl)cc2)o1)c1c(N)n(CCC)c(=O)[nH]c1=O | -2 | -4 | 10 | -18 | -6 | 1 | 5 | -12 | 0.6
CC(C)C(C)(C#N)NC(=O)CSc1ncnc2sc(-c3ccccc3)cc12 (stereo unspecified) | 2 | -5 | 15 | -23 | -8 | 0 | 7 | -10 | 3.8
Cc1cc(NC(=S)Nc2ccccc2)ccc1Br | -3 | -1 | 17 | -3 | 6 | 11 | -7 | -23 | 2.0

Next entries
SMILES | TAAR1 antagonist | CHRM1 agonist | M1 PAM parental | CHO parental Ca | M1 antag | TAAR1 agonist | CHRM1 PAM | CHO-K1 Ca antag | CHO-K1 Ca ag
CCOc1nc2cnccc2n(CC(=O)Nc2cccc(C)c2C)c1=O | -36 | -2 | 1 | -18 | -12 | 27 | 2 | -23 | 0.6
CC(C)CNC(=O)NC(=O)COC(=O)COc1ccc(Cl)cc1Cl | -18 | -4 | 20 | -8 | -5 | -3 | 4 | -15 | 0.6
Cc1cccc(C)c1NS(=O)(=O)c1ccc2c(c1)NC(=O)CO2 | 5 | -6 | 20 | -17 | -12 | 0 | 14 | -16 | 0.2
CCOc1ccc(CCNC(=O)COC(=O)COc2ccc(C(=O)CC)cc2)cc1OCC | -19 | 0 | 8 | -31 | -5 | 2 | 4 | -6 | 3.0
CSc1nnc(C)c(=O)n1COC(=O)/C=C/c1ccc2c(c1)OCO2 | -26 | 4 | 13 | 6 | -41 | 1 | 5 | -15 | 5.9
COc1cccc(CN2C(=O)N(C(C)C)C(N(O)C(=O)NC(C)C)C2(C)C)c1OC (stereo unspecified) | -8 | 1 | 21 | -19 | -4 | 4 | 3 | 6 | 4.0
COc1ccc(C2=NS(=O)(=O)N(C)C(C(=O)Nc3ccc(F)cc3F)=C2)cc1 | 23 | 2 | 19 | -6 | -12 | 6 | 0 | -11 | 3.5
COc1ccc(CCNC(=S)NC2CCN(Cc3ccccc3)CC2)cc1OC | 10 | -10 | 11 | -25 | -7 | 3 | 1 | 3 | 0.0
O=C(O)c1ccccc1C(=O)NC1=NN(c2ccccc2)CC1 | -22 | -3 | 19 | 7 | -14 | 5 | 11 | -12 | 0.8
COc1ccc(C(N)=S)c(OC)c1 | 10 | -7 | 22 | -6 | -12 | 7 | 9 | -3 | 0.3

A different layout for some results above:
Values in the order: TAAR1 antagonist | CHRM1 agonist | M1 PAM parental | CHO parental Ca | M1 antag | TAAR1 agonist | CHRM1 PAM | CHO-K1 Ca antag | CHO-K1 Ca ag
- CSc1nnc(C)c(=O)n1COC(=O)/C=C/c1ccc2c(c1)OCO2
 : -26 | 4 | 13 | 6 | -41 | 1 | 5 | -15 | 5.9
- COc1cccc(CN2C(=O)N(C(C)C)C(N(O)C(=O)NC(C)C)C2(C)C)c1OC (stereo unspecified)
 : -8 | 1 | 21 | -19 | -4 | 4 | 3 | 6 | 4.0

Hits appear at their usual frequency, and some 4.4% of all compounds hit somewhere here.
